Rev-erbA mod: modulators of Rev-erb alpha DNA binding, primary screen, biochemical, FITC-DNA, fluorescence polarization, uHTS; Nuclear receptor subfamily 1 group D member 1 (Homo sapiens), P20393; Rev-erbα–FITC-DNA binding, 90 min; activity, % at 10 µM; hit rate 0.79% among 370,000; AID 1259318, 2017;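 active = activity above about 14%, limit read from the data; passing the limit was not always enough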;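 also: 0% = DMSO wells with 35 nM protein and 100% = DMSO wells with 750 nM protein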
KLK7 zymogen act: proKLK7 zymogen activators, primary screen, biochemical, fluorescence intensity | Kallikrein-7 (Homo sapiens), P49862 | hit rate 0.9% among 370,000 | AID 652039, 2013 | activation, % at 7 µM | purified proKLK7, EDANS-DABCYL substrate fluorescence; 100% is mature enzyme control, 0% vehicle;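 active = activation above the mean of all tested compounds plus 3 SD, computed per campaign excluding outliers beyond control limits, cut at about 13% in these data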
ARFGAP1 inhibitor: inhibitors of rat ARFGAP1 GAP activity, primary screen, biochemical, fluorescence polarization, GDP tracer; ADP-ribosylation factor GTPase-activating protein 1 (Rattus norvegicus), Q62848; Arfgap1-stimulated ARF1 GTP hydrolysis, GDP FP detection; inhibition, % at 16.5 µM; hit rate 0.26% among 360,000; AID 651572, 2012;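 active = inhibition above a per-plate limit, mean inhibition of low control wells plus 3 SD, cut at about 25% in these data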;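 also: 0% = DMSO wells with enzyme and 100% = wells lacking Arfgap1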
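material = rat Arfgap1 catalytic domain, aa 1-136 | also added = human ARF1(Δ1-17)-GTP substrate | compound dosing = one concentration, 16.5 µM, DMSO 1.26% | times = GTP hydrolysis reaction 2 h at 25 °C | measured by = FP, GDP Alexa 633 tracer displaced from anti-GDP antibody, 620/688 nm | evaluation = percent inhibition of Arfgap1-stimulated GTP hydrolysis | replication = single well per compound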
ASAP1 inh: inhibitors of human ASAP1 ArfGAP activity, primary screen, biochemical, fluorescence polarization | ASAP1-stimulated ARF1 GTP hydrolysis, GDP FP detection | inhibition, % at 16.5 µM | hit rate 0.19% among 360,000 | AID 624377, 2012; in the data active = inhibition above about 25%;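 also: 0% = vehicle with enzyme and substrate and 100% = no enzyme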
PLCb3 inh: human PLC-beta3 inhibitors, primary screen, biochemical, fluorescence | 1-phosphatidylinositol 4,5-bisphosphate phosphodiesterase beta-3 (Homo sapiens), Q01970 | AID 720704, 2013 | hit rate 0.18% among 370,000 | Purified PLC-beta3, fluorogenic substrate | inhibition, % at 12.2 µM; in the data active = inhibition above about 11%;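 also: 0% = median of compound wells on plate and 100% = full blocker control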
Target sequence (Q01970 whole entry, looked up): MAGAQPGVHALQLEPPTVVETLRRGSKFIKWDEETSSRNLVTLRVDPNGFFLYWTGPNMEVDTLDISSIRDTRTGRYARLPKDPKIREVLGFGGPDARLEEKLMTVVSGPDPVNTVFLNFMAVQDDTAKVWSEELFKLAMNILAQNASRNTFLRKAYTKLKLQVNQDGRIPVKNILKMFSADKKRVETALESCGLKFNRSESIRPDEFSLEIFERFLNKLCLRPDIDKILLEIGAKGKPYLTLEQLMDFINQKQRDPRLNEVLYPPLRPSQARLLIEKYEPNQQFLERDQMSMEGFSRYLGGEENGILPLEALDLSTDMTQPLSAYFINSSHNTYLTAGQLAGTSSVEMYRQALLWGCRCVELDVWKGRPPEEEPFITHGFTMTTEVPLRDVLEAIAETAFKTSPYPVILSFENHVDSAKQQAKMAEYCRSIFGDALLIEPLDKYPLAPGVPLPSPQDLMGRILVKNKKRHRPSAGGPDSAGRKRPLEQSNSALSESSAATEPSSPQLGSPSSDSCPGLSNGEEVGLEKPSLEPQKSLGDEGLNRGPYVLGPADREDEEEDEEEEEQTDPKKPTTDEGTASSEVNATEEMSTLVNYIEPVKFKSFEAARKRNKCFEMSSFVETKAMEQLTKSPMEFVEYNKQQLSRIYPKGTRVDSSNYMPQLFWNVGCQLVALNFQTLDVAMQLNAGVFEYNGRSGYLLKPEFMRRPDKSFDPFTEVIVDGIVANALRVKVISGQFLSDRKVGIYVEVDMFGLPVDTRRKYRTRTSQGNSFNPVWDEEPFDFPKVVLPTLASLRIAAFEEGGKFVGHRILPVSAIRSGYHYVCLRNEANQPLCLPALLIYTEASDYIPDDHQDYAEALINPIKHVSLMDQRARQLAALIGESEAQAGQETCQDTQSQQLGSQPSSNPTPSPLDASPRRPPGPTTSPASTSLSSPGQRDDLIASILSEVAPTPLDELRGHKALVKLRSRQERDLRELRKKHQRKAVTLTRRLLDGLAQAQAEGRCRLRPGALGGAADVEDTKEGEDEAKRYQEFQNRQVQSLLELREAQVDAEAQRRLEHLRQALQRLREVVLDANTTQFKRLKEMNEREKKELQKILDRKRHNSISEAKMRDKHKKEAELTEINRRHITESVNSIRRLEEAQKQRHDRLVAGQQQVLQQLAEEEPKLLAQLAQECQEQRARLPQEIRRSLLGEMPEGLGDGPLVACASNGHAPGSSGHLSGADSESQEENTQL
HGIII-sPLA2 inh: human group III sPLA2 inhibitors, primary screen, biochemical, QFRET, BODIPY PC-A2 liposome substrate. QFRET BODIPY PC-A2 liposome hydrolysis, fluorescence. hit rate 0.56% among 370,000. inhibition, % at 12.2 µM. Group 3 secretory phospholipase A2 (Homo sapiens), Q9NZ20;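 active = inhibition above mean plus 3 SD of compounds lying within the high and low control bounds, cut at about 19% in these data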;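 also: 0% = median of test compound wells and 100% = no enzyme DMSO wells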
UHRF1 binding: UHRF1 methylated DNA binding inhibitors, primary screen, counter-screen for MBD2 inhibitor project, biochemical, TR-FRET, human UHRF1, single concentration; AID 687016, 2013; UHRF1 binding to methylated oligo; inhibition, % at 4.4 µM; E3 ubiquitin-protein ligase UHRF1 (Homo sapiens), Q96T88; hit rate 0.75% among 370,000; in the data active = inhibition above about 21%;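 also: UHRF1 SRA domain binding a hemimethylated CpG hairpin DNA probe; 0% = median of test compound wells and 100% = reference inhibitor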
Tn6 DDE FP: inhibitors of Tn6 peptide binding to fibrin DD(E), primary screen, biochemical, fluorescence polarization, human fibrin, Tn6 probe; Fibrin DD(E) TRITC-Tn6 fluorescence polarization displacement; Fibrinogen beta chain (Homo sapiens), P02675; inhibition, % at 8.3 µM; hit rate 0.21% among 370,000;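 active = inhibition above a per-campaign cutoff: mean of compounds within control limits plus 3 SD, cut at about 15% in these data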;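 also: 0% = median of all compound wells on the plate and 100% = blocking peptide control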
PLC-gamma1 inh: PLC-gamma1 enzyme inhibitors, primary screen, biochemical, fluorescence, purified enzyme; inhibition, % at 12.2 µM; fluorogenic substrate; hit rate 0.84% among 370,000; in the data active = inhibition above about 9.5%
DDE Tn7 FP inh: inhibitors of Tn7 peptide binding to fibrin DD(E), primary screen, biochemical, fluorescence polarization, human fibrin, Tn7 probe | hit rate 0.13% among 370,000 | FP displacement of FITC-Tn7 peptide from fibrin DD(E); 0% = median of compound wells per plate | inhibition, % at 8.3 µM | AID 720508, 2013 | Fibrinogen beta chain (Homo sapiens), P02675;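 active = inhibition above the mean of compounds falling within the control limits plus 3 SD of them, cut at about 14% in these data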;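 also: 0% = plate median of compound wells and 100% = 10 µM Aha-Tn7 peptide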
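system = human fibrin DD(E) protein | quantity = DD(E) 2 µM final | medium = Tris/NaCl/CaCl2 buffer, pH 7.8 | also added = labelled Tn7 tracer, 0.1 µM | compound dosing = single point at 8.3 µM | timing = compound with protein 10 min, then 3 h after probe, room temperature | signal = FP measurement | benchmarks = Aha-Tn7 high control | repeats = one replicate per compound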
* = called active by the depositor; i = inactive; · = no result given.

SMILES	Rev-erbA mod	KLK7 zymogen act	ARFGAP1 inhibitor	ASAP1 inh	PLCb3 inh	HGIII-sPLA2 inh	UHRF1 binding	Tn6 DDE FP	PLC-gamma1 inh	DDE Tn7 FP inh
COc1cccc(Cn2cc(COC(=O)NCCc3ccccc3)nn2)c1	-11	-0.7	·	·	-1	-2	0	8	-5	8
O=C(CNC(=O)c1cccs1)N=Nc1c(O)[nH]c2ccc([N+](=O)[O-])cc12	-3	-0.4	-2	11	5	2	-19	-1	5	8
O=C1N=c2ccccc2=C1c1sc(Nc2ccc(O)cc2)nc1O	4	0.7	2	-7	0	-11	2	-10	2	-7
Cc1ccc(CN(C)CCc2ccccn2)cc1	-2	-0.2	4	4	8	14	8	-1	4	-3
O=C(/C=C\c1ccco1)Nc1ccc(N2CCN(C(=O)c3ccccc3)CC2)cc1	3	1.1	15	6	-5	14	5	-6	4	4
Cc1cc(C(=O)Nc2ccc(N3CCOCC3)cc2)c2ccccc2n1	7	0.6	8	-2	-2	6	5	6	-3	-5
CCOC(=O)c1cc2c(c(CCO)n1)[C@@H](CCO)N(S(=O)C(C)(C)C)C2 (stereo partly specified)	-2	-2.9	-1	3	-16	3	-4	2	-13	-4
O=C(Nc1cccc([N+](=O)[O-])c1)N(c1ccccc1)c1ccccc1	3	0.2	7	-5	-2	9	8	-7	0	-1
CC1(NC(=S)Nc2ccc(NC(=S)NC3(C)CCS(=O)(=O)C3)cc2)CCS(=O)(=O)C1 (stereo unspecified)	2	1.0	14	-9	-9	0	-5	5	-2	2
CC(C)(C)NC(=O)[C@@H]1CN(Cc2cccnc2)CCN1C[C@@H](O)C[C@@H](Cc1ccccc1)C(=O)N[C@H]1c2ccccc2C[C@H]1O	1	0.2	-2	4	-1	-3	-3	1	1	2
O=C(NCCc1ccccc1)c1ccc2c(c1)N(Cc1ccccc1)C(=O)CS2=O (stereo unspecified)	6	-0.3	9	15	3	-19	-1	2	0	-5
COCCNC(=O)CSc1nnc(-c2ccc(C)cc2)c(-c2ccc(C)cc2)n1	-2	0.8	2	-7	-8	-9	-2	-1	-1	-1
CCc1ccc(C2NC(c3ccc(CC)cc3)C([N+](=O)[O-])C(C)(C)C2[N+](=O)[O-])cc1 (stereo unspecified)	10	0.3	-2	-4	2	3	4	-1	-1	10
COc1ccc(C2C(C(=O)N3CCN(c4ccc(OC)cc4)CC3)c3ccccc3C(=O)N2C)cc1 (stereo unspecified)	3	0.4	5	0	-1	1	1	2	2	9
CCCCn1c(N)c(N(CCOC)C(=O)C2CCCN(C(=O)c3ccc(Cl)cc3)C2)c(=O)[nH]c1=O (stereo unspecified)	-5	0.3	-1	-14	-7	-1	-3	-3	-5	-3
CCn1cc(C(=O)NCCCN(C)c2ccccc2)c(=O)c2cc(S(=O)(=O)N(C)C)ccc21	5	0.1	-5	-4	0	-4	0	-5	2	-1
O=C(/C=C/c1ccc(F)cc1)NC(=S)NNC(=O)c1cnccn1	3	-0.2	-15	-9	3	11	10	-6	8	0
CCNC(=O)C1(C)CCN(C(=O)c2ccc(OC)cc2OC)C1 (stereo unspecified)	3	0.2	-7	-2	-2	9	3	5	-1	0
COc1cc2sc(NC(=O)c3ccco3)nc2cc1Cl	5	-0.3	-8	3	-12	-1	-4	0	1	0
COc1ccc(/C=C(/C#N)C(=O)Nc2ccc(O)cc2)cc1C(=O)O	9	0.5	0	-5	1	-7	1	3	2	-1
CCOc1ccc(CCNC(=O)COC(=O)c2c(C)nn(-c3ccccc3)c2C)cc1OCC	0	0.3	1	3	-9	5	4	1	-1	8
CCOC(=O)C1CCCN(S(=O)(=O)c2ccc(S(N)(=O)=O)cc2)C1 (stereo unspecified)	-3	0.4	-11	-4	1	-4	0	7	2	-5
CC1CCCCN1CCNC(=O)CCc1nnc2n(Cc3ccccc3)c(=O)c3ccccc3n12 (stereo unspecified)	3	0.2	3	1	4	0	-1	-4	0	-6
CCCCn1nc(C(=O)Oc2ccc3c(C)cc(=O)oc3c2)c2ccccc2c1=O	-1	45*	-14	-4	i	1	-1	-1	i	1
C=CCc1ccc(OCCCNCc2ccccc2)c(OC)c1	3	-0.6	12	18	-1	14	6	-9	6	-1

The last 2 records of the part above lead into the next.
SMILES	Rev-erbA mod	KLK7 zymogen act	ARFGAP1 inhibitor	ASAP1 inh	PLCb3 inh	HGIII-sPLA2 inh	UHRF1 binding	Tn6 DDE FP	PLC-gamma1 inh	DDE Tn7 FP inh
CCCCn1nc(C(=O)Oc2ccc3c(C)cc(=O)oc3c2)c2ccccc2c1=O	-1	45*	-14	-4	i	1	-1	-1	i	1
C=CCc1ccc(OCCCNCc2ccccc2)c(OC)c1	3	-0.6	12	18	-1	14	6	-9	6	-1
COc1cc(CN(C)CC2CCCN(CCc3cccc(C(F)(F)F)c3)C2)ccc1O (stereo unspecified)	3	-0.3	5	-4	-1	-16	3	-2	2	-6
CN(C)c1ccc(-c2nnn(CC(=O)NCc3ccc4c(c3)OCO4)n2)cc1	15*	-0.5	-2	0	-5	7	0	8	-2	-4
C(=N\N1CCN(c2ccccn2)CC1)/c1ccccn1	-2	0.5	7	13	3	0	-2	-12	9.7*	-3
COc1ccc(OCC(O)CN(CC(O)COc2ccc(OC)cc2)c2cccc(O)c2)cc1 (stereo unspecified)	0	0.2	2	13	-3	-23	2	2	2	-7
O=C(Nc1cccc(S(=O)(=O)N2CCOCC2)c1)C12CC3CC(CC(C3)C1)C2	-9	-0.1	5	-11	1	-1	1	8	1	2
CCN1C(=O)[C@@H]2[C@@H](c3ccc(SC4CCCCC4)c(OC)c3)N3CCCC[C@@]3(C(=O)OC)[C@@H]2C1=O	-6	0.1	5	12	1	-2	-4	-2	-1	-5
COc1cc(/C=C(\C#N)C(=O)Nc2ccc(C(=O)O)cc2)ccc1OC(=O)c1cccc(F)c1	9	0.5	5	-8	-8	-1	-2	-3	-4	6
O=[N+]([O-])c1ccccc1S(=O)(=O)NCCSCc1ccco1	-1	-0.1	14	9	-3	-6	-1	-5	1	3
CC(=O)Nc1cc(-c2cccc(F)c2)cn2c(-c3ccc(F)c(Cl)c3)cnc12	-8	-1.1	9	-3	-15	5	0	-3	-13	2
Cc1onc(-c2ccccc2)c1C(=O)NC(=S)NNC(=O)c1ccccc1O	2	-0.4	-4	2	-4	42*	-5	-1	-5	1
COc1ccc(SCC(O)Cn2c3ccccc3c3ccccc32)c(OC)c1 (stereo unspecified)	10	0.2	3	12	2	-15	18	-4	5	3
CN(C)S(=O)(=O)n1cc(/C=C(\NC(=O)c2ccccc2Cl)C(=O)NCCCN2CCOCC2)c2ccccc21	2	-0.1	5	-4	1	-3	-1	0	4	-8
CCOc1ccccc1-c1nc(-c2cc3ccccc3nc2OC)no1	8	-2.0	-1	17	-6	7	13	-5	-3	-6
Fc1ccc(Oc2cnns2)cc1	-5	-0.5	-12	-11	2	3	-1	0	2	-6
O=S(=O)(/N=C(/c1ccccc1)N1CCCCC1)c1ccccc1	-2	0.0	4	-5	-1	-3	0	3	0	2
Cc1ccc(C(=O)COC(=O)C(C)N2C(=O)C3C4CCC(C4)C3C2=O)cc1C (stereo unspecified)	8	-0.1	-2	5	-9	-3	2	5	0	-1
COc1ccc(-c2nnc(SCC#CCO)o2)cc1OC	0	-0.9	-1	3	-5	6	0	-1	-4	2
COc1cccc(CN2CCNC(=O)C2CC(=O)N(C)C2CCOCC2)c1 (stereo unspecified)	-4	0.0	5	7	-16	3	-5	-5	-4	-2
O=C(c1cccc(OC(F)F)c1)N1CCN(c2ncccn2)CC1	1	0.2	12	-14	2	-6	0	1	2	-6
c1ccc(-c2nnc3n2-c2ccccc2SC3)cc1	0	0.3	10	-2	-5	2	3	-4	1	0
O=C(Nc1nc2cc3c(cc2s1)OCO3)c1ccco1	1	1.4	11	-11	-27	0	1	1	-16	4
CC1=C(C(=O)OCc2ccccc2)C(c2ccc(Cl)cc2)NC(=O)N1CCCC(=O)O (stereo unspecified)	-3	-0.1	4	-8	0	-5	0	8	0	0
Cc1ccc(S(=O)(=O)N2CC3CCC2C3)cc1 (stereo unspecified)	5	-0.1	-5	7	2	-6	-1	6	-1	-3
CCOc1ccc(-c2nc(CSCC(=O)NC3CCN(Cc4ccccc4)CC3)c(C)o2)cc1	-6	0.3	8	-11	-2	-18	-2	1	-1	-4
O=C(CC1C(=O)NCCN1Cc1c(F)cccc1Cl)NCCC1=CCCCC1 (stereo unspecified)	0	0.3	-3	-9	-6	1	-1	7	4	7
Remaining list, next part.
SMILES	Rev-erbA mod	KLK7 zymogen act	ARFGAP1 inhibitor	ASAP1 inh	PLCb3 inh	HGIII-sPLA2 inh	UHRF1 binding	Tn6 DDE FP	PLC-gamma1 inh	DDE Tn7 FP inh
COc1ccccc1C1CC(c2cccs2)=NN1C(=O)CCC(=O)O (stereo unspecified)	2	0.0	-8	7	-36	5	1	-4	-16	4
CC(c1nc2ccccc2c(=O)[nH]1)N1CCN(S(=O)(=O)c2ccc(F)c(Cl)c2)CC1 (stereo unspecified)	-5	-0.2	-11	-3	2	-14	0	-1	2	6
Cc1ccc(-n2c(C)cc(/C=N/NC(=O)c3ccncc3)c2C)cc1C	-8	-0.3	-4	-4	-24	-2	-3	-3	-14	0
C=CCn1c(SCC(=O)NC2CCCCC2)nnc1-c1cccnc1	1	0.0	-6	-7	-2	3	-2	2	-1	0
O=C(CCS(=O)(=O)Cc1ccccc1F)N1CCc2ccccc2C1	9	-0.1	3	-5	5	-1	-6	5	3	6
S=C(NCc1ccccn1)Nc1ccccc1Cl	2	-0.2	6	-3	3	1	-3	-7	1	-4
CCOC(=O)[C@]12CCCC=C1N(Cc1ccc(OC)cc1)C(=O)[C@@H]2CC(=O)N1CCCC1	2	-0.3	·	·	7	6	6	-5	9	-7
COc1ccc(NC(=S)Nc2nc(CC(=O)Nc3ccccc3OC)cs2)cc1	1	-0.2	-4	-3	1	-18	-3	6	4	1

High-throughput results (PubChem)
